MITF inh = MITF inhibitors, primary screen, biochemical, AlphaScreen, human | inhibition, % at 2.6 µM | AlphaScreen MITF homodimerization, bead proximity signal | AID 1259374, 2018 | hit rate 0.91% among 650,000 | Microphthalmia-associated transcription factor (Homo sapiens), O75030; in the data active = inhibition above about 50%;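 note: 0% = vehicle wells with protein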
Target sequence (O75030 whole entry, looked up): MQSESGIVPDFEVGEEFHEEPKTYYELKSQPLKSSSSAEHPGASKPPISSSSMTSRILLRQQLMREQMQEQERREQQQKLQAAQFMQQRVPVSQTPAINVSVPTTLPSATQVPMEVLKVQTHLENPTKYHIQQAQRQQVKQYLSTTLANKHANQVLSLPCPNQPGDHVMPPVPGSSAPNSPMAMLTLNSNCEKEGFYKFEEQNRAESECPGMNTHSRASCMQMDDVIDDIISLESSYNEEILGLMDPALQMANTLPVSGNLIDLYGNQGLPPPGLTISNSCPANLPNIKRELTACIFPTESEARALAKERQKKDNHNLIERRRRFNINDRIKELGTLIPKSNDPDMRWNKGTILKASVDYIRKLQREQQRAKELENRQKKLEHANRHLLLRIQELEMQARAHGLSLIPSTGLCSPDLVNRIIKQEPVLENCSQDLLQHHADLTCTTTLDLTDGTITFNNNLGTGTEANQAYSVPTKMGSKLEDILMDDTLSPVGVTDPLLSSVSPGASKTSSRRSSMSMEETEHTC
FBW7 activator = FBW7 E3 ligase activators, primary screen, biochemical, AlphaScreen, human; normalized activity (activation), % at 26.1 µM; AlphaScreen FBW7–phospho-cyclin E peptide binding, activator screen; hit rate 0.13% among 650,000; F-box/WD repeat-containing protein 7 (Homo sapiens), Q969H0; in the data active = normalized activity above about 1.9%;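 note: purified mutant Fbw7 with reduced substrate affinity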
GPR151 activ = activators of human GPR151, primary screen, cell-based, PathHunter beta-arrestin, luminescence | G-protein coupled receptor 151 (Homo sapiens), Q8TDV0 | PathHunter beta-arrestin GPR151 cells | activation, % at 11.2 µM | hit rate 1% among 650,000; in the data active = activation above about 4.9%;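 note: 0% = median of compound wells and 100% = cells with positive control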
Target sequence (Q8TDV0 whole entry, looked up): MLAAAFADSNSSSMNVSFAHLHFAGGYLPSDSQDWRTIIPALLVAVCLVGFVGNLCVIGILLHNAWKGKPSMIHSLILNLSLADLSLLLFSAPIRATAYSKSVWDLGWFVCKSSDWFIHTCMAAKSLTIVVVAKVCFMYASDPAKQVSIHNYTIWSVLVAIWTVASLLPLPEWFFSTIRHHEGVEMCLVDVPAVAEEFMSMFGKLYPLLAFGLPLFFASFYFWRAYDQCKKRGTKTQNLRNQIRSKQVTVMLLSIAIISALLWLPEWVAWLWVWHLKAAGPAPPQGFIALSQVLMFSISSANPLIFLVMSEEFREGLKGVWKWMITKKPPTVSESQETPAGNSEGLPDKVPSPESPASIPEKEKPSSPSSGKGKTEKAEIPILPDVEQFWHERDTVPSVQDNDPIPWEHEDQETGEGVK
TEAD-YAP block = TEAD-YAP interaction inhibition, primary screen, TEAD-YAP interaction inhibitor project, luminescence, HEK-TIYL cells. TEAD-Gal4/YAP UAS-luciferase luminescence. inhibition, % at 9.12 µM. AID 1259422, 2018. hit rate 1.4% among 640,000; in the data active = inhibition above about 32%;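 note: 0% = median of test compound wells and 100% = reference inhibitor wells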
Numbers without * were called inactive; . = no result given.

[1] CC(C)=CCN1CCN(Cc2cccn2-c2ncccn2)CC1CCO (stereo not given)
[2] CCOc1ccc2ccccc2c1C(=O)Oc1coc(CSc2nc(C)cc(C)n2)cc1=O
[3] CCNC(=O)N1CCN(Cc2ccc(Cl)s2)CC1C(=O)N1CCCC1 (stereo not given)
[4] COc1ccc(O)c(CN2CCN(C3CCCCC3)C(CCO)C2)c1 (stereo not given)
[5] C[C@H](Cn1nnc2ccccc21)NC(=O)c1ccc(=O)[nH]c1
[6] O=C(c1ccccc1)N1CCN(C(c2ccccc2)c2ccccc2)CC1
[7] O=C(CCCC1=NS(=O)(=O)c2ccccc2N1)OCc1ccc(Cl)cc1
[8] Cc1ccc(/C=C/C(=O)C2C(=O)c3ccccc3C2=O)cc1

entry no.	1	2	3	4	5	6	7	8
MITF inh	6	13	11	1	-2	-8	4	-25
FBW7 activator	0.0	-0.1	0.1	-0.1	0.0	-0.1	0.4	0.0
GPR151 activ	0.0	2.9	-0.5	-2.1	-0.2	-1.3	-0.4	0.1
TEAD-YAP block	5	-9	-7	1	3	-5	13	41*

[9] CCCOC(=O)C1=C(C)NC2=C(C(=O)CC(c3ccc(Cl)cc3)C2)C1c1ccc(OCc2ccccc2)c(OC)c1 (stereo not given)
[10] CCC(Sc1nc(C)c(C)c(=O)[nH]1)C(=O)O (stereo not given)
[11] CCOc1ccccc1NC(=O)c1cc(OCC)c(OCC)c(OCC)c1
[12] CCC(C)(C(=O)NC1CCCC1)N(Cc1ccco1)C(=O)Cc1cccs1 (stereo not given)
[13] c1ccc2c(c1)Nc1nc3nonc3nc1O2
[14] CCCCCCc1cc2c(-c3ccccc3)cc(=O)oc2cc1OCC(=O)c1ccc(F)cc1
[15] CN(C)c1ccc(/C=C(\C#N)C(=O)OCC(=O)NC(=O)NC2CCCC2)cc1
[16] O=c1[nH]c(/C=C2\C=Nc3ccc(Br)cc32)c(O)n1Cc1ccc(Br)cc1

entry no.	9	10	11	12	13	14	15	16
MITF inh	-2	10	3	-10	6	-10	-12	-3
FBW7 activator	0.0	-0.1	0.0	-0.3	-0.2	-0.1	-0.1	-0.1
GPR151 activ	-0.9	0.0	-0.5	2.0	-0.3	0.0	1.1	-1.6
TEAD-YAP block	-4	4	13	-1	-15	0	-8	-14

[17] CSc1ccc(S(=O)(=O)NC2CCCCC2)cc1
[18] CC(C)C(C)(C#N)NC(=O)CSc1nc2ccc([N+](=O)[O-])cc2s1 (stereo not given)
[19] CCOc1cc(/C=C2/NC(=O)NC2=O)cc(Cl)c1OCC
[20] O=c1c2ccccc2ncn1CCOc1ccccc1I
[21] Cc1ccc(CN(C(=O)c2cccs2)C2CCS(=O)(=O)C2)o1 (stereo not given)
[22] N#Cc1ccccc1OCC(=O)N/N=C/c1ccc(O)cc1
[23] COC(=O)c1ccc(N2C(=O)CC(Nc3ccc(CCO)cc3)C2=O)cc1 (stereo not given)
[24] Cn1c(=O)c2c([nH]c(=S)n2CC2CC2)n(C)c1=O

entry no.	17	18	19	20	21	22	23	24
MITF inh	9	-4	11	3	8	-14	11	-2
FBW7 activator	0.0	-0.1	0.7	0.0	-0.1	0.0	0.4	-0.2
GPR151 activ	-1.2	0.0	-1.3	0.6	0.8	-0.1	0.0	1.1
TEAD-YAP block	-3	-4	5	-74	-14	-8	-7	1

[25] Cc1cc(C)n2nc(S(=O)(=O)N(C)Cc3ccccc3)nc2n1
[26] COC(=O)c1sc2nc(CN3CCSCC3)ccc2c1NC(=O)c1ccc(C)cc1
[27] Cc1cc(C(F)(F)F)nn1CC(=O)Nc1cc(Oc2cccnc2)cc([N+](=O)[O-])c1
[28] CC1CN(C(NC(=O)c2ccco2)C(Cl)(Cl)Cl)CC(C)O1 (stereo not given)
[29] N#Cc1cc(NC(=O)c2ccc(F)cc2)c(=O)n2c1[nH]c1ccccc12
[30] CC1CCCC(C)N1C(=O)COC(=O)c1ccc(C(F)(F)F)cc1 (stereo not given)
[31] Cc1noc(CNC(=O)c2ccc(F)c(F)c2)n1
[32] COc1ccc(N2C(=O)c3ccccc3NC23C(=O)N(C)c2ccccc23)cc1 (stereo not given)

entry no.	25	26	27	28	29	30	31	32
MITF inh	9	7	-9	8	3	11	5	-9
FBW7 activator	-0.1	0.1	0.1	1.2	0.0	0.3	0.1	-0.1
GPR151 activ	-0.3	0.5	1.8	-0.2	1.4	0.4	0.0	-0.3
TEAD-YAP block	13	-8	-4	11	6	3	4	-9

[33] O=C(Nc1ccc2[nH]ncc2c1)C1CCN(C(=O)C(O)c2ccc(Br)cc2)C1 (stereo not given)
[34] CC(C)c1ccc(N(CC(=O)NCCSc2ccccn2)S(=O)(=O)c2ccccc2)cc1
[35] O=C(CSc1nc2[nH]ncc2c(=O)n1-c1ccccc1)Nc1ccc(Cl)cc1
[36] Cn1c(=O)c2c(SCC(N)=O)nc(C3CC3)nc2n(C)c1=O
[37] COC(=O)Cc1c(C)c2ccc(OCC(=O)OC(C)C)cc2oc1=O
[38] O=C(Cn1cnc2ccccc21)c1ccccc1
[39] CCOc1ccc(Nc2nc(Nc3cccc4ccccc34)nc(C)c2[N+](=O)[O-])cc1
[40] FC(F)Oc1ccccc1C1C=C(c2ccc(Cl)cc2)Nc2nnnn21 (stereo not given)

entry no.	33	34	35	36	37	38	39	40
MITF inh	4	0	-10	22	-2	3	18	3
FBW7 activator	-0.1	-0.2	-0.2	0.1	0.1	0.0	0.5	0.0
GPR151 activ	-1.1	0.9	2.1	-1.9	-0.6	1.8	3.0	0.0
TEAD-YAP block	-3	-2	25	-1	-3	1	-10	-7

[41] COc1ccc2cc(C(=O)Nc3cccc(C)c3)c(=Nc3ccc(C(=O)O)cc3)oc2c1
[42] CCSC1=C(C#N)C(c2ccc(C)cc2)C(C(=O)OC)C(=O)N1 (stereo not given)
[43] COc1cccc(OC)c1-c1[nH]nc2nc(-c3cccc(C(=O)N(C)C)c3)ccc12
[44] COCC(=O)Nc1cnn(-c2cccc(C(=O)NCCN3CCCc4ccccc43)c2)c1
[45] O=C(NCc1cccnc1)C1CCCN(C(=O)N2CCOc3ccccc32)C1 (stereo not given)
[46] COc1ccc(Cl)cc1NC(=O)CSc1nnc(N)s1
[47] CC(c1n[nH]c(=S)n1-c1ccc(Cl)cc1)N(C)C (stereo not given)
[48] O=C(Oc1coc(CSc2ncccn2)cc1=O)c1ccco1

entry no.	41	42	43	44	45	46	47	48
MITF inh	3	10	-1	-9	0	-16	7	7
FBW7 activator	-0.1	0.1	-0.3	0.1	0.0	-0.1	-0.1	0.2
GPR151 activ	1.8	0.3	-0.7	1.1	-0.6	1.2	1.2	0.4
TEAD-YAP block	-26	6	6	-15	3	4	0	8

[49] Cl/C(=C\n1cncn1)c1ccc(Cl)cc1Cl
[50] CCCCNC(=O)N(C)c1nc2ccccc2s1
[51] N#Cc1oc2ccccc2c1NC(=O)CCl
[52] CC(=O)c1ccc(NCN2C(=O)c3cccc([N+](=O)[O-])c3C2=O)cc1
[53] CC(C)(C)c1ccc(C2=N/C(=C\c3cccc(Cl)c3Cl)C(=O)O2)cc1
[54] O=C(CSc1nnnn1-c1ccc(O)cc1)NC1CCCCC1
[55] COCCN1C(=O)c2ccccc2C(C(=O)NCCC2=CCCCC2)C1c1ccc(F)cc1 (stereo not given)
[56] COc1cccc(C2C3(C#N)C(N)=NC4(OCCO4)C23C#N)c1 (stereo not given)

entry no.	49	50	51	52	53	54	55	56
MITF inh	6	14	9	1	15	13	15	-14
FBW7 activator	0.4	0.4	0.1	0.0	0.2	0.0	0.3	-0.2
GPR151 activ	2.8	-0.5	0.5	0.5	0.0	-0.5	-0.6	1.3
TEAD-YAP block	.	-32	18	-9	10	9	2	1

[57] COc1cc(C(=O)/C=C/Nc2cccc(O)c2)cc(OC)c1OC
[58] COc1cc2cc(CN(CCO)C(=O)c3ccccc3C)c(=O)[nH]c2cc1OC
[59] COc1ccccc1C1C(C(C)=O)=C(O)C(=O)N1CCNCCO (stereo not given)
[60] Cc1c(Cl)cccc1N1CC(C(=O)Nc2sc3c(c2C#N)CCCC3)CC1=O (stereo not given)
[61] CN1CCN(C(=O)c2c(NC(=O)c3ccccc3F)sc3c2CCCC3)CC1
[62] O=C(NCCCn1ccnc1)C1CC12CCN(Cc1ccc3c(c1)OCCO3)CC2 (stereo not given)
[63] CC(C)Cn1c2c(c(O)c(C(=O)Nc3nc4ccccc4s3)c1=O)CCCC2
[64] CCCSCCCNC(=O)CCC(=O)N1CCOc2ccc(Cl)cc21

entry no.	57	58	59	60	61	62	63	64
MITF inh	13	3	5	3	-3	-10	10	9
FBW7 activator	0.0	-0.1	0.2	0.1	-0.1	0.0	-0.1	-0.2
GPR151 activ	0.0	0.2	0.5	0.8	0.6	-0.2	-0.8	0.7
TEAD-YAP block	38*	-2	2	-1	-6	-8	-4	7

Part of the list above in order of molecular weight, highest first.
[60] Cc1c(Cl)cccc1N1CC(C(=O)Nc2sc3c(c2C#N)CCCC3)CC1=O (stereo not given)
[58] COc1cc2cc(CN(CCO)C(=O)c3ccccc3C)c(=O)[nH]c2cc1OC
[64] CCCSCCCNC(=O)CCC(=O)N1CCOc2ccc(Cl)cc21

entry no.	60	58	64
MITF inh	3	3	9
FBW7 activator	0.1	-0.1	-0.2
GPR151 activ	0.8	0.2	0.7
TEAD-YAP block	-1	-2	7

(more compounds)
[65] CC(=O)Nc1nc(CC(C)C)cc(-c2cccc(Br)c2)c1C#N
[66] O=C(Nc1ccc(Br)cc1)c1nn2c(C(F)(F)F)cc(-c3ccc(Cl)cc3)nc2c1Cl
[67] CCCOc1c(OC)cccc1C1NC(=S)NC(C)=C1C(=O)OCCOC (stereo not given)
[68] CCOC(=O)N1CC=C2C(C#N)=C(N)C(C#N)(C#N)C(Cc3ccccc3)C2C1 (stereo not given)
[69] Cc1cccc(C(=O)N2CCN(c3ccccc3)CC2)c1[N+](=O)[O-]
[70] CCCNc1nc(N(CC)CC)nc(N2CCCC2CO)n1 (stereo not given)
[71] COc1ccc(CC(=O)OC(C)CN2CCCC2)cc1 (stereo not given)
[72] Cc1cccc(N(C)C(=O)CN(C)S(=O)(=O)c2ccc3c(c2)n(C)c(=O)c(=O)n3C)c1

entry no.	65	66	67	68	69	70	71	72
MITF inh	2	0	18	-7	16	19	-8	-1
FBW7 activator	0.0	0.1	0.0	-0.4	-0.1	0.5	-0.1	0.0
GPR151 activ	0.6	-0.1	0.8	0.9	-1.5	-1.8	1.5	0.3
TEAD-YAP block	6	-3	1	2	11	-2	4	8

[73] COc1ccc(OC)c(S(=O)(=O)N2CCOCC2)c1
[74] CCCn1c(=O)c(C(=O)Nc2ccc(O)cc2)c(O)c2ccccc21
[75] Cc1nn2c(=O)c3c4c(sc3nc2n(-c2ccccc2)c1=O)COC(C)(C)C4
[76] CCc1ccccc1N(C)C(=O)c1nn(-c2cccc(OC)c2)c(=O)c2ccccc12
[77] CC1Cc2ccccc2N1S(=O)(=O)c1nnc(NC(=O)c2cccc(F)c2)s1 (stereo not given)
[78] CN1CCN(C(=O)c2nn3c(c2Br)NC(c2ccccc2)CC3C(F)(F)F)CC1 (stereo not given)
[79] C=CCOc1ccc(/C=C2\NC(=S)N(c3ccc(OC)cc3)C2=O)cc1
[80] CCOC(=O)c1cc(-c2ccccc2)sc1NC(=O)CSc1ncnc2sc3c(c12)CCCC3

entry no.	73	74	75	76	77	78	79	80
MITF inh	11	-7	-1	-2	2	2	-6	2
FBW7 activator	0.3	0.0	-0.1	-0.2	-0.2	0.0	0.0	0.1
GPR151 activ	-0.1	0.9	0.4	0.8	1.4	0.1	4.3	-0.1
TEAD-YAP block	-5	-14	6	8	9	4	-2	14

Down the list, quoted from above:
TEAD-YAP block, entries 73–80: -5, -14, 6, 8, 9, 4, -2, 14
GPR151 activ, entries 73–80: -0.1, 0.9, 0.4, 0.8, 1.4, 0.1, 4.3, -0.1

More results follow:
[81] N#Cc1nc(-c2ccc(Cl)cc2)oc1NCc1ccccc1
[82] COc1cccc(Oc2coc3cc(OCC(N)=O)ccc3c2=O)c1
[83] CS(=O)(=O)c1ccc(-c2ccnc(Nc3ccc(-c4ncn[nH]4)cc3)n2)cc1
[84] CCC(C)C1N=C2c3ccccc3N=C(SCc3cccc([N+](=O)[O-])c3)N2C1=O (stereo not given)
[85] O=C(COc1ccc(Br)cc1Cl)Nc1ccc([N+](=O)[O-])cc1
[86] CCOc1ccc(NC(=O)COc2cc(C(C)(C)C)nn2-c2nc(C)cc(C)n2)cc1
[87] OCc1ccccc1Nc1cc(NCCc2ccc(F)cc2)ncc1C(F)(F)F
[88] C/C(CC(=O)Nc1ccc(F)cc1)=N\NC(=O)c1ccccc1N
[89] COc1ccc(C(=O)/C=C(\C)Nc2ccc(F)c(F)c2)cc1

entry no.	81	82	83	84	85	86	87	88	89
MITF inh	16	4	4	3	-6	-13	-8	6	2
FBW7 activator	0.2	0.0	0.0	-0.1	-0.1	0.1	0.1	0.0	0.1
GPR151 activ	1.0	1.8	1.1	-0.9	0.8	1.0	0.9	0.1	0.8
TEAD-YAP block	-32	0	22	-12	-14	-5	-4	-45	-1

Source: PubChem (The Scripps Research Institute Molecular Screening Center)
